Assay outcomes from PubChem.
697 NFkB inh – inhibitors of PMA/ionomycin-induced NF-kB reporter, 697 cells, primary screen, B-cell NF-kB inhibitor project, cell-based, luminescence, uHTS | 697 B-cell NF-kB luciferase reporter, 16 h | inhibition, % at 4 µM | 330,000 compounds, 0.33% hits | AID 435022, 2010; in the data active = inhibition above about 35%
Jurkat NFkB inh – inhibitors of induced NF-kB luciferase reporter, primary screen, TCR NF-kB activation inhibitor project, cell-based, luminescence, uHTS | Jurkat, PMA/ionomycin-induced NF-kB luciferase reporter | inhibition, % at 4 µM | 330,000 compounds, 0.53% hits; in the data active = inhibition above about 50%
CCR6 antagonist – CCR6 receptor antagonists, primary screen, cell-based, CHO-K1, luminescence, beta-arrestin, uHTS | AID 493098, 2011 | CHO-K1 CCR6 PathHunter beta-arrestin, CCL20-stimulated | inhibition, % at 20 µM | C-C chemokine receptor type 6 (Homo sapiens), P51684 | 340,000 compounds, 0.49% hits;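 active = compounds whose inhibition of the agonist-driven luminescence signal at 20 µM reaches about 50%, limit read from the data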;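 note: cells stimulated with CCL20 at 14 nM final; plate controls were DMSO with CCL20 for no effect and DMSO without agonist for full effect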
UBC13 polyUb – UBC13 polyubiquitin chain formation inhibitors, primary screen, biochemical, TR-FRET, uHTS. inhibition, % at 20 µM. 330,000 compounds, 0.47% hits. AID 485273, 2010; in the data active = inhibition above about 45%, passing the limit was not always enough
Target sequence (P61088 whole entry, looked up): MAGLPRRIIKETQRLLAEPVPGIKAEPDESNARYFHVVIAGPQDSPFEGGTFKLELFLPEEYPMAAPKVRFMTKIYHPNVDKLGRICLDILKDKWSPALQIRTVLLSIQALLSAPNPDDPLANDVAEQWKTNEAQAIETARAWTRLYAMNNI
APJ antagonist – antagonists of human apelin receptor APJ, primary screen, CHO-K1 cells, beta-arrestin complementation, luminescence; AID 2521, 2010; inhibition, % at 20 µM; 330,000 compounds, 0.32% hits;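 active = inhibition above about 40% at 20 µM, limit read from the data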;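 note: cells challenged with 10 nM apelin-13 agonist together with compound; plate controls were apelin-13 plus DMSO wells for no effect and DMSO wells lacking apelin-13 for full effect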
Target sequence (P35414 whole entry, looked up): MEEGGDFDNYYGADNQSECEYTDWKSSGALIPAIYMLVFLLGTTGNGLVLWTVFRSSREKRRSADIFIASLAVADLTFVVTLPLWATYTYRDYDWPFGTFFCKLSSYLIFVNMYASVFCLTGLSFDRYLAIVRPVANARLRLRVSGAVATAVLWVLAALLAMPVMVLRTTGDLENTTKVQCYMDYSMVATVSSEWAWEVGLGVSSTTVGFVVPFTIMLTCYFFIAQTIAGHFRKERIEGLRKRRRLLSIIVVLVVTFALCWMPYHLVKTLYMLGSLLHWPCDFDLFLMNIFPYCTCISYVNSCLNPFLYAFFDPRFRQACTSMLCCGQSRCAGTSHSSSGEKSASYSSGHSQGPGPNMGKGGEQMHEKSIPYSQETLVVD
Gli-Sufu block – Gli-Sufu pathway antagonists, primary screen, luciferase luminescence, Sufu-KO-LIGHT cells, uHTS | inhibition, % at 5 µM | AID 588413, 2011 | Sufu-KO-LIGHT fibroblasts, Gli luciferase reporter luminescence | 340,000 compounds, 0.74% hits;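 active = inhibition above about 55%, limit read from the data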;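 note: 0% = DMSO-treated cells and 100% = wells with medium but no cells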
EBI2 block – EBI2 receptor antagonists, beta-arrestin recruitment, primary screen, cell-based, luminescence, 7a,25-OHC stimulation, uHTS. 360,000 compounds, 0.81% hits. G-protein coupled receptor 183 (Homo sapiens), P32249. 7a,25-OHC stimulated. inhibition, % at 5 µM. AID 651636, 2012; in the data active = inhibition above about 38%;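 note: enzyme fragment complementation signal reports receptor beta-arrestin coupling in cells; 0% = agonist plus DMSO wells and 100% = wells without agonist; some results beyond the cut were filed as inactive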
Target sequence (P32249 whole entry, looked up, the tested form may be a part): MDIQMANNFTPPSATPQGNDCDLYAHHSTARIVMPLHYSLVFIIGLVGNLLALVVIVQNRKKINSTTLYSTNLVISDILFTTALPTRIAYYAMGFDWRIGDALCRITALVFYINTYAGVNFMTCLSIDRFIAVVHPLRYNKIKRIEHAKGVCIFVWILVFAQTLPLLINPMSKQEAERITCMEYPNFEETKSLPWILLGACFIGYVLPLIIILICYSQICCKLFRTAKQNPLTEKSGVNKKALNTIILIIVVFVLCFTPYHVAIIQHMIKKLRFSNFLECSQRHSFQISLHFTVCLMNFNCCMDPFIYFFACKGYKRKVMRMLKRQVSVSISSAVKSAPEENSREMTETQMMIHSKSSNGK
CXCR6 block – CXCR6 receptor inhibitors, primary screen, cell-based, beta-arrestin, luminescence, CHO-K1 PathHunter, 1536-well; AID 602244, 2012; inhibition, % at 20 µM; 360,000 compounds, 0.36% hits; in the data active = inhibition above about 34%, passing the limit was not always enough;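 note: antagonist mode with CXCL16 agonist at 10 nM final; 0% = 10 nM CXCL16 with DMSO and 100% = unstimulated wells without agonist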
Numbers without * were called inactive; · = no result given.

SMILES	697 NFkB inh	Jurkat NFkB inh	CCR6 antagonist	UBC13 polyUb	APJ antagonist	Gli-Sufu block	EBI2 block	CXCR6 block
CCN(CC)C(=O)CSc1nc2ccccc2c(=O)n1CC	18	10	3	9	11	2	-1	4
CCn1cc(C2=NOC(C(=O)Nc3ccc4c(c3)OCO4)C2)c(C)n1 (centres undefined)	5	11	-11	-7	10	6	-8	-11
Nc1nc(SCC(=O)Nc2ccc([N+](=O)[O-])cc2)[nH]c(=O)c1NC(=O)c1ccc(Br)cc1	15	-7	7	-16	16	-18	4	-1
CCCCCCCCCC[n+]1cccc2c3ccccc3ccc21	·	·	-5	·	·	89*	-2	-5
Cc1cc(C)n(C(C)CNS(=O)(=O)c2ccc(C)c(C)c2)n1 (centres undefined)	11	-13	16	-2	-13	-5	-13	-7
O=S(=O)(c1cccc(Cl)c1)N1CCCC1	4	0	0	-9	-2	-1	-7	3
CCNC(=O)c1ccccc1-c1nc(-c2ccccc2Cl)no1	2	5	13	2	17	-2	-16	0
CC1(NC(=O)c2ccccc2)CCN(CCCc2ccccc2)C1=O (centres undefined)	13	-14	-4	4	4	-4	-4	-8
CC(=O)Nc1ccc2c(c1)C(=Nc1ccc(C)cc1)c1ccccc1-2	·	·	13	·	·	-15	-2	4
Clc1ccc(-c2cn3c(n2)-c2ccccc2C3)cc1Cl	-246	-158	6	11	-9	-139	57*	0
COc1ccc(CSCC(=O)N/N=C/c2ccccc2OCc2ccccc2)cc1	8	0	22	11	2	-7	-6	11
Cc1ccc(C(=O)N(CC(=O)NC2CCCC2)c2ccccc2Cl)s1	20	13	17	4	17	-14	-5	4
Cc1ccc(C=Nc2ccccc2C(N)=O)o1	-62	-54	-4	13	13	18	-4	4
CCOC(=O)N1CCN(C(=O)CSC2=NS(=O)(=O)c3cc(Cl)ccc3N2)CC1	2	7	6	-14	7	-5	6	-8
O=C(c1ccc(OC2CCN(CCCc3ccccc3)CC2)cc1)N1CCCC1	7	15	12	7	-2	24	10	1
CSC1SCC2C(=O)N(C)C(C(C)C)C(=O)OCC(NC(=O)c3cnc4ccccc4n3)C(=O)NC(C)C(=O)N(C)C1C(=O)N(C)C(C(C)C)C(=O)OCC(NC(=O)c1cnc3ccccc3n1)C(=O)NC(C)C(=O)N2C (centres undefined)	·	·	-9	·	·	80*	4	0
O=C(c1cc(C2CC2)nn1-c1ccccc1)N1CCN(c2ccccc2O)CC1	5	10	-1	8	12	0	-4	1
CC(Oc1ccccc1)C(=O)N1CCCc2ccccc21 (centres undefined)	12	-2	-5	10	15	0	-8	4
COc1cccc(/C=N/n2cncn2)c1OCC#N	6	6	-6	9	-8	10	-2	3
Cc1cc(NC(=O)CSc2nnnn2-c2ccccc2C)no1	-6	-27	2	6	-3	-9	4	-6

Part of the list above, bar-delimited:
compound | 697 NFkB inh | Jurkat NFkB inh | CCR6 antagonist | UBC13 polyUb | APJ antagonist | Gli-Sufu block | EBI2 block | CXCR6 block
Cc1ccc(C=Nc2ccccc2C(N)=O)o1 | -62 | -54 | -4 | 13 | 13 | 18 | -4 | 4
O=C(c1cc(C2CC2)nn1-c1ccccc1)N1CCN(c2ccccc2O)CC1 | 5 | 10 | -1 | 8 | 12 | 0 | -4 | 1

The results go on:
SMILES	697 NFkB inh	Jurkat NFkB inh	CCR6 antagonist	UBC13 polyUb	APJ antagonist	Gli-Sufu block	EBI2 block	CXCR6 block
COc1ccc(OCC(=O)NNC(=O)c2cccnc2)cc1	-52	-2	0	-7	4	3	-15	6
O=C1OCCC1Sc1nc2cc(Cl)ccc2s1 (centres undefined)	-6	-2	5	-3	1	-3	-12	-1
O=C(N/N=C/c1cccnc1)c1ccccc1OCc1cccc(Br)c1	0	6	13	-1	2	20	0	-2
O=C1CSC(c2cccnc2)N1Cc1ccc(Cl)cc1Cl (centres undefined)	-2	3	-18	-1	-3	13	-4	-3
COc1ccc(C(=O)NN/C(=N/S(=O)(=O)c2ccc(C)cc2)c2ccccc2)cc1	-192	-181	16	-9	-31	-91	8	4
O=C(CN1C(=O)NC2(CCCCCC2)C1=O)NCc1ccco1	-1	10	4	-7	-4	1	-5	0
O=C(Nc1ccccc1)c1ccc(C(=O)Nc2ccccc2)nc1	-12	-81	6	-2	-5	-54	5	-17
CN1C(=O)C(O)(CC(=O)/C=C/C=C/c2ccccc2)c2ccccc21 (centres undefined)	-1	16	-14	0	12	-1	1	4
CCN(CC)C(=O)c1c(C)nc2ccccn12	-9	16	4	4	13	2	-13	10
O=c1[nH]c2ccccc2nc1-c1c[nH]c2ccccc12	-23	-19	-13	11	-19	-2	0	-3
CCOc1ccc(CN(C)C(=O)c2cc(S(=O)(=O)N3CCCC3)ccc2C)cc1	8	2	2	-3	-7	3	-26	-12
Cc1ccc(C(C)C)c(OCCNS(C)(=O)=O)c1	-44	-17	0	-9	-14	-3	-2	10
O=C(CN1CCCCC1)Nc1cccc(-n2cnnn2)c1	-6	10	8	-8	-3	2	2	0
COc1ccc(C(=O)Nc2ccnn2C2CCN(Cc3ccccn3)CC2)cc1	-4	4	0	-1	3	2	-8	0
c1ccc(C2=Nn3c(nnc3-c3n[nH]c4c3CCC4)SC2)cc1	15	-34	12	-3	-18	42	-9	-1
NC(=O)c1c(NC(=O)c2ccco2)sc2c1CCC2	-88	-89	16	1	15	-43	-8	0
Clc1ccccc1-c1nnc(-c2ccccc2Cl)o1	-125	-76	7	9	4	-70	6	7
O=C1/C(=C/c2cccs2)CCc2ccccc21	-78	-84	20	8	8	-11	-12	8
COc1ccc(C(=O)Nc2ccccc2-c2nnn(CC(=O)NCc3ccco3)n2)cc1	22	-4	9	-1	-4	-5	10	-3
CN(C)CC1CC/C(=C\c2ccc(O)cc2)C1=O (centres undefined)	·	·	86*	·	·	-9	31	75*
COc1cccc(C2NC(C)(C(=O)O)C3C(=O)N(C(C)C)C(=O)C23)c1O (centres undefined)	-2	5	4	-2	2	4	1	-9
CC12CCC(C(=O)O)(c3nc4cc([N+](=O)[O-])ccc4nc31)C2(C)C (centres undefined)	8	-11	-7	8	13	11	-7	-2
c1ccc(C2CNCCc3ccccc32)cc1 (centres undefined)	7	13	9	7	8	5	-9	-4
O=C1CC(NNC(=O)c2cccc(F)c2)C(=O)N1 (centres undefined)	9	5	0	6	10	-2	-9	2
COc1ccc(N2CCN(C(=S)Nc3cccc(OC)c3)CC2)cc1	1	-6	8	5	-9	6	1	-4
CCCCOc1cccc(C2/C(=C(\O)c3ccc4c(c3)OCCO4)C(=O)C(=O)N2CCN2CCOCC2)c1 (centres undefined)	-3	-9	8	-27	18	2	-6	-4
COC(=O)c1sccc1NC(=S)OC	10	-6	7	27	-5	2	-4	-9
CCOC(=O)c1sc(=NC(=O)C2CC2)n(C)c1C	0	-9	-1	-5	11	11	-2	4
COc1cccc(/C=N/Nc2nc(Nc3ccccc3)nc(-n3nc(C)cc3C)n2)c1O	9	-7	67*	-5	18	19	66*	57*
COC(=O)c1sccc1NC(=O)CC1C(=O)NCCN1C(=O)c1ccc(F)cc1 (centres undefined)	-5	7	2	6	-23	4	-8	-1
CC(=O)NCc1ccc(S(=O)(=O)N2CCCN(C)CC2)cc1	6	-14	4	-4	19	14	0	-5
Brc1ccc2cccnc2c1	10	0	2	7	-19	4	-21	-2
CCc1ccc(NC(=O)CSc2nc3ccccc3nc2N2CCCCC2)cc1	-9	2	11	8	10	-20	-4	-1
CC1CCc2c(sc(NC(=O)c3nc4ncccn4n3)c2C#N)C1 (centres undefined)	-120	-35	7	22	22	-63	10	-2
CCC(C)(C)NC(=O)c1ccc2c(c1)N(CC(=O)N1CCCC1)C(=O)C(C)(C)O2	-6	-2	9	-7	17	3	-5	3
CC(C)C(=O)Nc1ccc(NC(=O)c2cccs2)cn1	-14	-74	-2	-7	17	-47	0	-3
CCOC1(/N=C(\C)NS(=O)(=O)c2ccc(Cl)cc2)C(C)=CC(=O)C=C1C	6	6	-1	-8	-23	19	-8	1
CCC(C)c1ccc(NC(=O)N2CCN(C(=O)C3CCCO3)CC2)cc1 (centres undefined)	6	8	15	-3	11	-3	-7	-1
Cc1ccc(C2CC(C(F)(F)F)n3nc(C(=O)NCC4CCCO4)cc3N2)cc1 (centres undefined)	-16	-6	·	2	-19	·	·	·
Cc1ccc(C(=O)OC(C)C(=O)N(C)C2CCCCC2)cc1S(=O)(=O)N1CCCCC1 (centres undefined)	-3	1	15	6	6	10	5	1

5 structures out of the list, arranged by heavy-atom count, smallest number first.
SMILES	697 NFkB inh	Jurkat NFkB inh	CCR6 antagonist	UBC13 polyUb	APJ antagonist	Gli-Sufu block	EBI2 block	CXCR6 block
CN(C)CC1CC/C(=C\c2ccc(O)cc2)C1=O (centres undefined)	·	·	86*	·	·	-9	31	75*
CCN(CC)C(=O)CSc1nc2ccccc2c(=O)n1CC	18	10	3	9	11	2	-1	4
O=C(CN1C(=O)NC2(CCCCCC2)C1=O)NCc1ccco1	-1	10	4	-7	-4	1	-5	0
COc1ccc(C(=O)Nc2ccccc2-c2nnn(CC(=O)NCc3ccco3)n2)cc1	22	-4	9	-1	-4	-5	10	-3
CSC1SCC2C(=O)N(C)C(C(C)C)C(=O)OCC(NC(=O)c3cnc4ccccc4n3)C(=O)NC(C)C(=O)N(C)C1C(=O)N(C)C(C(C)C)C(=O)OCC(NC(=O)c1cnc3ccccc3n1)C(=O)NC(C)C(=O)N2C (centres undefined)	·	·	-9	·	·	80*	4	0

(further entries)
SMILES	697 NFkB inh	Jurkat NFkB inh	CCR6 antagonist	UBC13 polyUb	APJ antagonist	Gli-Sufu block	EBI2 block	CXCR6 block
O=C(Nc1ccc(-n2ccc(C(F)(F)F)n2)cc1)c1cccs1	-134	-88	1	1	2	-51	2	7
CCCNC(=O)c1oc2ccc3c(c2c1C)C(=O)CC(C)(C)O3	-192	-127	6	16	4	-88	-13	1
COc1ccc2oc(C(=O)N3CCCc4ccccc43)c(C)c2c1	-54	-53	10	3	7	-46	3	-3
COCCN(C(=O)CSc1n[nH]c(-c2ccccc2)n1)c1c(N)n(Cc2ccccc2)c(=O)[nH]c1=O	8	17	9	-2	10	-4	13	1
COC(=O)c1cccc(NS(=O)(=O)c2cccs2)c1C	·	·	5	·	·	-5	-11	-2
COc1ccc(C2=NOC(C(=O)NCc3cccs3)C2)cc1OC (centres undefined)	-99	50*	-21	-2	-1	-3	·	·
Nc1ccc(C(=O)c2cccs2)cc1	-39	-11	-2	-9	-1	-20	-2	1
O=C(O)c1cccc(NC(=S)N/N=C/c2ccccc2OCc2ccc(Br)cc2)c1	-30	-24	24	-21	0	-20	2	6
CC(=O)Nc1ccc(NC(=O)CCCCCn2nnc3ccccc3c2=O)cc1	4	-2	12	6	13	10	-3	-1
Oc1ccc(N=Nc2n[nH]c(-c3ccc(Br)cc3)n2)cc1	·	·	34	·	·	-2	10	8
COc1ccc(N2C(=O)C(CC(=O)Nc3ccc(Cl)cc3)N(NC(=O)c3cccc(F)c3)C2=S)cc1 (centres undefined)	4	-1	-1	13	8	-2	10	7
Cc1cc(-c2nc(C)c(-c3nnc(SCC(=O)Nc4ccc(Cl)cc4)n3C)s2)no1	7	6	-4	27	8	-3	10	-6
CCOC(=O)N1CCN(c2ncnc3c2[nH]c2ccc(OC)cc23)CC1	37*	-8	-6	8	-1	45	-4	-9

Random draw from the library; about 3% have a hit in one of these screens.
